Screening data (PubChem)
HTT cytoprotect – cytoprotection in Huntington HTT-Q103 PC12 cell model; PC12 HTT-Q103 induced, cytoprotection, ATP luminescence, 40 h; Potency, µM (doses to about 56.4 µM), for inactives: cytoprotection (ATP increase), actives largely listed as activators; 230,000 tested, 0.14% active; AID 1471;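 note: potency is the fitted concentration of half-maximal effect; % of control where 0% means no effect; nearly all actives have a fitted effect of over 45% in size; toxic huntingtin expression switched on by the ecdysone agonist tebufenozide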
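ATP quantification (ATPlite) reports survival of PC12 cells in which tebufenozide, 100 nM final, switches on Htt exon 1 with 103 glutamines linked to GFP; compounds are titrated.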
CBFb RUNX1 block – inhibitors of human CBF-beta and RUNX1 interaction; AlphaScreen CBFb-His/RUNX1-biotin binding, biochemical; 230,000 tested, under 10 active; AID 1477; Potency, µM (top dose mostly 59.8 µM), for inactives: at the top dose activity, negative = inhibition, usual class: inhibitors; note: % of control where 0% means no effect
Target sequence (Q01196 whole entry, looked up): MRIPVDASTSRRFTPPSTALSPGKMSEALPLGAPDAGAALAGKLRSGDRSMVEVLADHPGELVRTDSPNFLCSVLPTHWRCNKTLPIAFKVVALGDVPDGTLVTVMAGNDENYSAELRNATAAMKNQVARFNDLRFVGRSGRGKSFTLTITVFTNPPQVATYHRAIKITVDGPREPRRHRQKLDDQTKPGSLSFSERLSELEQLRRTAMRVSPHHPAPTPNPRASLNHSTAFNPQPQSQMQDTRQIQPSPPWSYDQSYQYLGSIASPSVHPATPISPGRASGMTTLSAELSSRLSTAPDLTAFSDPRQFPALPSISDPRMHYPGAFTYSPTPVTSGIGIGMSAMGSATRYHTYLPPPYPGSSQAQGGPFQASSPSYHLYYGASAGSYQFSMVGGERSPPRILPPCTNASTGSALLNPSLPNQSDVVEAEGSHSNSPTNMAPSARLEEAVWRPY
Target sequence (Q13951 whole entry, looked up): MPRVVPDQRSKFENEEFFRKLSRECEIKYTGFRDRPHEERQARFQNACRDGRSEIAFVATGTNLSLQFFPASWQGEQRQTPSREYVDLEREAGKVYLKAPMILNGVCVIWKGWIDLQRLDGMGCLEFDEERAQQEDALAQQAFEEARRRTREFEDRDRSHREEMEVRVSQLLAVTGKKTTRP
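Compounds were screened at multiple concentrations against a preformed CBF-beta(His)/RUNX1(biotin) complex (30 nM of each) for 15 min at room temperature, followed by 90 min with nickel and streptavidin beads and AlphaScreen reading.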
GAA inh – inhibitors of human lysosomal alpha-glucosidase; P10253; Potency, µM (top dose mostly 76.9 µM), for the others: at the highest dose activity change, negative = inhibition, hits mostly inhibitors; 200,000 tested, 0.005% active; purified human GAA, 4-MU-alpha-glucoside fluorescence;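 note: potency is the fitted concentration of half-maximal effect; plate controls were uninhibited enzyme wells for no effect and no-enzyme background for full effect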
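Human alpha-glucosidase, 4 nM, pre-mixed with test compounds before 400 uM 4-methylumbelliferyl substrate; 20 min room temperature at pH 5.0. Fluorescence read after pH 10 stop; AC50 values from Hill-equation fits.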
LMNA splice mod – changes lamin A minigene splicing in HeLa cells; HeLa LMNA splicing GFP/RFP minigene ratio, 48 h; Potency, µM (highest dose often 46.1 µM), for inactives: top-dose ratio change, negative = inhibition, usual class: inhibitors; 200,000 tested, 0.01% active; active = well fitted inhibition curve with a large enough effect in the signal ratio, with a control signal flat, not every such curve was filed as active; inconclusive = small, poorly fitted or top-dose-only effect, or effect the other way, or a change in a side signal; the % refers to the signal ratio; note: potency is the fitted concentration of half-maximal effect; % is set by controls: 0 for no effect and ±100 for the full control effect
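S3 HeLa cells stably expressing lamin A-EGFP splicing minigene plus DsRed2, 600 cells/well, 48 h compound exposure at 37C. Laser-scanning cytometry; analysed as GFP (500-530 nm)/RFP (575-640 nm) total intensity ratio; 0.5% DMSO vehicle.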
HTT aggregate – reduces HttQ103-GFP aggregates in PC12 cells. PC12 HttQ103-GFP aggregates, Acumen cytometry, 40 h. Potency, µM (highest dose often 46.1 µM), without a hit: at the highest dose activity change, negative = inhibition, hits mostly inhibitors. 220,000 tested, 1.1% active. AID 1688; note: potency is the fitted concentration of half-maximal effect; % is set by controls: 0 for no effect and ±100 for the full control effect; nearly all actives have a fitted effect of over 60% in size
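Compounds (qHTS titration) were added to PC12 cells expressing an ecdysone-driven HTT exon 1 Q103–GFP fusion after induction with 100 nM tebufenozide. Aggregate formation was measured as GFP objects in cell lysates.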
GAA glycogen mod – alters human alpha-glucosidase cleavage of glycogen; P10253; recombinant GAA, glycogen substrate, Amplex Red glucose oxidase fluorescence; Potency, µM (top dose mostly 76.4 µM), without a hit: at the top dose activity change, negative = inhibition, most hits filed as inhibitors; 300,000 tested, 0.38% active;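 note: potency is the fitted concentration of half-maximal effect; 0% = full enzyme reaction and -100% = no-enzyme basal signal; the screen sought inhibitors and activators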
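qHTS, 1536-well; enzyme 4 nM final; cpd up to 77 uM; substrate bovine liver glycogen 30 ug; 50 mM citrate/phosphate pH 5.0, 0.01% Tween-20; 37 C, 40 min; Amplex Red detection 45 min RT; Hill fit → AC50.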
aGlu spleen mod – inhibitors or activators of human alpha-glucosidase in spleen homogenate; human spleen homogenate, 4-MU-alpha-glucoside fluorescence; Potency, µM (doses to about 79.9 µM), for inactives: at the highest dose activity change, negative = inhibition, actives largely listed as inhibitors; 240,000 tested, 0.006% active;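 note: potency is the fitted concentration of half-maximal effect; 0% = enzyme with vehicle and -100% = no enzyme basal signal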
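Enzyme source: human spleen homogenate, 1 ug/well. Buffer 50 mM citric acid/K phosphate pH 5.0, 0.01% Tween-20. 4-MU-alpha-glucoside 1 mM; 37 C x 40 min; NaOH/glycine stop; fluorescence.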
The depositor's hits bear a star; ? = inconclusive; nt = not tested or not shown; & = joins results of further samples; [ ] = another dose, or the depositor's remark. Unless noted, calls come from the whole dose curve; as a rule, active = well fitted curve in the direction sought with a large enough effect; inconclusive = small, poorly fitted or top-dose-only effect, or another doubt; inactive = no such curve, though single readings can be large; an effect the other way counts as inactive or inconclusive.

#	SMILES	HTT cytoprotect	CBFb RUNX1 block	GAA inh	LMNA splice mod	HTT aggregate	GAA glycogen mod	aGlu spleen mod
1	CCCCCCCCCCCCCCCC(=O)OCC(COP(=O)(O)O)OC(=O)CCCCCCCCCCCCCCC (stereo not drawn)	?	2%&6%	nt	nt	nt	nt	-2%&3%
2	COc1ccc(CCNC(=O)CSc2nc3[nH]ncc3c(=O)n2-c2ccc(Br)cc2)cc1OC	nt	-3%	2%	nt	23%	8%	8%
3	CS(=O)(=O)N(CC(=O)N1CCC(C(N)=O)CC1)c1cc(C(F)(F)F)ccc1Cl	38%[10 µM]	5%	1%	nt	25%[9.22 µM]	5%	0%
4	O=C(CCSc1ccccc1)OCn1nnc2ccccc2c1=O	-7%	1%	-9%	nt	3%	1%	4%
5	CCOC(=O)c1cccc(NC(=O)c2cncc(Br)c2)c1	34%[0.074 µM]	1%	2%	6%	17%	-3%	3%
6	CCCC[C@H]1C[C@@H]1[C@@H]1N(P(=O)(c2ccccc2)c2ccccc2)[C@](CO)(c2ccccc2)CC12CC2	-207%[inhibitor]	13%	nt	nt	nt	nt	-11%
7	COc1ccc(CCNC(=O)/C=C\c2ccccc2)cc1OC	nt	-2%	-2%	2%	20%	2%	1%
8	COc1cccc(/C=C/C(=O)N2CCN(c3n[nH]c(=O)[nH]c3=O)CC2)c1OC	-18%	-12%	-4%	?	8%	-2%	-7%
9	Cc1ccnc2nc(C(=O)OCC(=O)NC(=O)NCc3ccco3)nn12	-17%	-9%	5%	2%[46 µM]	12%	-9%	-1%
10	CCCCOc1ccc(N=Nc2ccc(N)nc2N)cn1	-17%[10 µM]	?	nt	nt	-9%[9.22 µM]	-1%	-15%
11	Cc1ncc(C[n+]2csc(C)c2C)c(N)n1	7%[10 µM]	3%	-9%	?	-3%[9.22 µM]	14%	3%
12	CCc1cccc(CC)c1NC(=O)c1ccccc1	-11%	-3%	5%	-21%[46 µM]	10%	-4%	-4%
13	Cc1ccc(-c2nn(C)c(=O)c3ccccc23)cc1S(=O)(=O)NCCN1CCOCC1	11%[10 µM]	7%	-8%	-11%	-10%	6%	2%
14	O=C(N/N=C/c1cn(-c2ccccc2)nc1-c1ccc(F)cc1)c1ccc(Br)o1	-17%	-1%	-3%	?	-4%	3%	-8%
15	CC(=O)c1c(O)cc2n(c1=O)-c1ccc(Cl)cc1C2(C)C	nt	2%	-4%	-12%	-21%	-4%	2%
16	CSc1ncc(F)c(N(CCO)CCO)n1	38%[0.074 µM]	9%	1%	5%	-20%	8%	-2%
17	O=C(CCCOc1ccccc1)N1CCN(C(=O)c2ccco2)CC1	3%	9%	?	-11%	-5%	4%	-9%
18	Cc1[nH]n(-c2ccccc2)c(=O)c1C1(C(F)(F)F)C(=O)N(c2ccccc2)C2=C1C(=O)CC(C)(C)C2 (stereo not drawn)	29%[10 µM]	-7%	7%	-1%	27%	-15%	1%
19	Cc1ccc2ncnc(NCCCCCC(=O)O)c2c1	-23%[10 µM]	9%	8%	?	-24%[9.22 µM]	0%	-7%
20	COc1cc(OC)c(-c2nn3c(-c4cccnc4)nnc3s2)cc1OC	-14%	-12%	9%	-1%	5%	5%	6%
21	Cc1ccc(N2CC(C(=O)N3CCc4ccccc43)CC2=O)cc1 (stereo not drawn)	1%[0.074 µM]	3%	-5%	1%	10%	3%	2%
22	COc1ccc(OC)c(-c2cc(C(=O)Nc3c(C)nn(Cc4ccccc4)c3C)no2)c1	-61%[inhibitor]	-8%	-14%	?	?	-12%	-7%
23	CCCn1c(C)nc2c(NCCN3CCCC3)nc(C)nc21	6%	9%	nt	nt	nt	nt	-9%
24	O=C(NCCCN1CCCC1)Nc1cccc2ccccc12	-31%	-6%	-2%	-4%	-22%	14%	2%
25	NS(=O)(=O)Cc1noc2ccccc12	?	8%&-4%	nt	?	-6%	-8%[76.3 µM]	3%&-1%
26	COc1cccc(CNc2ccc(N3CCC(C)CC3)cc2)c1OC	11%[10 µM]	?	-10%	-20%	17%	?	0%
27	CC(C)n1c(CCC(=O)O)ccc1-c1ccccc1	-5%	0%	-4%	-1%	16%	14%	4%
28	Cc1cccc(OCc2nnc(SCC(=O)Nc3nccs3)o2)c1	-14%[10 µM]	-4%	-3%	nt	-15%[9.22 µM]	5%	5%
29	Cc1c(C#N)sc(C(N)=O)c1C	16%[10 µM]	-8%	?	nt	18%	0%	-1%
30	COc1cc(CNCCO)cc(Cl)c1OCc1ccccc1Cl	-26%	5%	6%	4%[46 µM]	3%	-9%	7%
31	CCCCC(=O)Nc1ccc2c3c(cccc13)C(=O)N2CC	-9%	-4%	0%	?	?	8%	-1%
32	O=C(NC(Cc1ccccc1)C(=O)O)c1ccccc1 (stereo not drawn)	8%	4%	6%	8%	19%	-14%	5%
33	O=C(c1ccccc1)c1cnc(-c2ccc(Cl)cc2)s1	-3%	1%	6%	7%	3%	8%	-9%
34	CCCCN1C(=O)C2C3C=CC(C2C1=O)C1C2C(=O)N(CCCC)C(=O)C2C31 (stereo not drawn)	13%[10 µM]	-5%	6%	-1%	-7%	2%	-2%
35	CCOC(=O)N1CCN(C(=O)c2ccc3c(=O)n(Cc4ccccc4OC)c(=S)[nH]c3c2)CC1	-2%	-6%	4%	?	-1%	-2%	3%
36	C=CCOC(=O)CCCC(=O)NC1CCCCC1	-12%[10 µM]	10%	?	-14%	1%	2%	5%
37	Cc1cc(C)cc(OCc2ccc(C(=O)O)o2)c1	7%	13%	-9%	12%	-3%	0%	-20%
38	COc1ccc(CN(C(C)=O)c2cccc(C)c2C)cc1	-38%	2%	-11%	?	-6%	0%	-2%
39	O=C(CO/N=C/c1ccc(OC(F)F)cc1)NC1CCCCC1	0%[10 µM]	8%	-3%	-14%[46 µM]	-3%	11%	-1%
40	O=C(N/N=C/c1ccc(Br)s1)c1c[nH]c2ccccc12	nt	6%	-4%	-4%	?	10%	1%
41	Cc1c(NC(=O)c2ccc(S(=O)(=O)N3CCOCC3)cc2)c(=O)n(-c2ccccc2)n1C	-27%[10 µM]	6%	nt	nt	-11%[9.22 µM]	5%	4%
42	COC(=O)c1c(NC(=S)NN2CCN(C)CC2)sc2c1CCC(C)C2 (stereo not drawn)	20%[10 µM]	0%	8%	?	1%[9.22 µM]	?	-2%
43	O=C(OCn1nnc2ccccc2c1=O)c1ccc2c(=O)n3c(nc2c1)CCC3	-1%	0%	-11%	0%	-11%	8%	-9%
44	c1ccc2c3c([nH]c2c1)C1(CCCCC1)NCC3	-8%	-3%	-6%	?	-8%	-16%	1%
45	CC(C)c1nnc(NC(=O)CCC(=O)NC2CCCc3ccccc32)s1 (stereo not drawn)	2%[1.9 µM]	1%	4%	-10%	?	8%	-2%
46	N#Cc1ccc(CO/N=C/c2ccccc2)cc1	?	15%	?	12%[46 µM]	-10%	4%	-26%
47	Cc1nc(C(=O)NC2CCCCC2)sc1C1(C)CC(c2cccc([N+](=O)[O-])c2)=NO1 (stereo not drawn)	6%[10 µM]	-11%	nt	nt	8%[9.22 µM]	-3%	-24%
48	C=CCC1(NCc2ccco2)CCN(CC)CC1	-31%[inhibitor]	9%	5%	?	-6%	2%	-12%
49	O=C(NCc1cccnc1)c1cn(-c2ccccc2)nc1-c1ccccc1	-71%[inhibitor]	4%	-36%	19%[46 µM]	-7%	2%	0%
50	NC1=NC(S)C2N=CN=C2N1 (stereo not drawn)	-37%[inhibitor]	3%[21.7 µM]	nt	?	16%	nt	5%
51	O=C(O)COCC(=O)Nc1ccc(Oc2ncnc3cc(Cl)ccc23)nc1	12%[10 µM]	7%	nt	nt	-27%[9.22 µM]	3%	4%
52	N#Cc1cc2c(nc1SCc1cccc(Cl)c1)CCCCC2	-12%	4%	-1%	-7%	5%	0%	1%
53	COc1ccc(-c2[nH]c(-c3ccc(C)cc3)nc2SCC(=O)NCc2ccco2)cc1OC	-42%[inhibitor]	-4%	2%	1%	27%	3%	-5%
54	Cc1ccccc1CSCC(=O)NCc1ccco1	nt	-15%	-2%	?	-1%	7%	-1%
55	CC(=O)N1c2ccc(N=Cc3cc(Br)cc(Br)c3O)cc2CC1C (stereo not drawn)	-13%[10 µM]	?	nt	nt	-26%[9.22 µM]	?	2%
56	Cc1ccccc1C(=O)NC1CCN(Cc2nnnn2CCc2ccccc2)CC1	-35%[10 µM]	2%	1%	2%	-24%	2%	-3%
57	Cc1nc(C(C)N(C)Cc2nc(-c3ccc4c(c3)OCO4)no2)c(C)s1 (stereo not drawn)	-6%	18%	2%	nt	-7%	-3%	-3%
58	CC(=O)c1cnc(N(C)C)s1	-32%[10 µM]	8%	-1%	-11%	6%	13%	0%
59	COc1ccc2oc(=Nc3ccccc3)c(-c3nc4ccccc4[nH]3)cc2c1	-37%[10 µM]	6%	-15%	-6%	-5%	6%	-6%
60	COc1ccc(/C=N/OC(=O)Nc2ccc(Cl)cc2)c(OC)c1	-16%[10 µM]	13%	nt	nt	-9%[9.22 µM]	-10%	5%
61	CCOC(=O)N1CCN(C(=O)c2cccc(NC(=O)c3ccco3)c2)CC1	9%	3%	6%	-4%	-7%	6%	2%
62	Cc1sc2c(c1C)C(O)=C(C(=O)Nc1ccccc1)S(=O)(=O)N2C	-4%[10 µM]	?	nt	nt	0%[9.22 µM]	-3%	5%
